Source: PubChem
D1 PAM – Potentiators of Human D1 Dopamine Receptor: qHTS; HEK293 TREx D1 cells, calcium flux, dopamine EC20 potentiation; hit rate 0.036% among 360,000; potentiation, % at 10 µM; D(1A) dopamine receptor (Homo sapiens), P21728; in the data active = potentiation above about 30%; also: 0% is about no effect
Target sequence (P21728 whole entry, looked up): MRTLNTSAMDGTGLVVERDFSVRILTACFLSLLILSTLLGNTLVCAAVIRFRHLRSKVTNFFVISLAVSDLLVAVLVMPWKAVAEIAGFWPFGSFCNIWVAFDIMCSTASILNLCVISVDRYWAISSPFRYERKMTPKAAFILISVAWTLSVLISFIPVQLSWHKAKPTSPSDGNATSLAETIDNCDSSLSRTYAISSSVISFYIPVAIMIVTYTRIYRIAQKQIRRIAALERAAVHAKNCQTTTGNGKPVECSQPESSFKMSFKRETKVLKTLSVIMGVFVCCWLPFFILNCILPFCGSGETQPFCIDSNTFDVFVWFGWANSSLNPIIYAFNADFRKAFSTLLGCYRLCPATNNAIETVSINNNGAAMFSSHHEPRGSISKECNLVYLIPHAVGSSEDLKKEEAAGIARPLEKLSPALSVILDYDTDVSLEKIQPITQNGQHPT
TRHR PAM – qHTS for Small Molecule Agonists and Allosteric Enhancers of Human TRH Receptor: Primary Screen for Enhancers | Thyrotropin-releasing hormone receptor (Homo sapiens), P34981 | TRHR cells, fluo-8 calcium fluorescence, EC20 TRH enhancement | enhancement, % at 2 µM | hit rate 0.66% among 360,000; in the data active = enhancement above about 30%; also: 0% is about no effect
Target sequence (P34981 whole entry, looked up): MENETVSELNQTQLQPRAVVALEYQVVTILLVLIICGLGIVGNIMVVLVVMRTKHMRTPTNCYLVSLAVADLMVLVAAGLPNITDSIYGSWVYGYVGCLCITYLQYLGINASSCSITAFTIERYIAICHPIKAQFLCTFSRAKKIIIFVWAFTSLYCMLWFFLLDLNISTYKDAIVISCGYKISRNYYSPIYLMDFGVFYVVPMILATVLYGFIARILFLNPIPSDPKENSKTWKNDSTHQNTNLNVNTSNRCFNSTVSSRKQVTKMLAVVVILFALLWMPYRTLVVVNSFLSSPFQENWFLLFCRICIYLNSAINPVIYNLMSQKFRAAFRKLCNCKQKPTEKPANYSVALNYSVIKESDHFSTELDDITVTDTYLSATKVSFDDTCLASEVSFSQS
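Enhancer read-out: after compound pinning and an initial kinetic agonist-mode read, an EC20 of TRH (10 nM final) was injected and fluo-8 calcium signal (Ex 480/Em 530) followed at 1 s/cycle for 100 cycles in TRHR-expressing cells.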
D2 PAM – HTS Assay for Positive Allosteric Modulators of the Human D2 Dopamine Receptor: Primary Screen for Potentiators; AID 485347, 2010; hit rate 0.34% among 340,000; HEK293 T-REx D2, calcium flux, EC20 dopamine potentiation; D(2) dopamine receptor (Homo sapiens), P14416; potentiation, % at 10 µM;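 active = potentiation over 3 SD above the plate norm, cut at about 30% in these data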; also: 0% is about no effect
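Calcium flux readout, no-wash dye, 1 read/s. Inducible HEK293 Trex D2 line, overnight 30 C. Compound alone 180 s (agonist flags), then EC20 dopamine, another 180 s to score potentiation.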
RXFP1 antagonist – qHTS Assay for Antagonists of the Relaxin Receptor RXFP1. AID 1259400, 2018. hit rate 0.59% among 350,000. activity change, negative = inhibition, % at 57.5 µM. Relaxin receptor 1 (Homo sapiens), Q9HBX9. HEK293-RXFP1, relaxin-stimulated cAMP HTRF, 30 min; active compounds read low;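 active = activity change of -60% or lower, but not beyond a set lower limit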; also: % is scaled to controls: 0 for no effect and ±100 for the full control effect
D2 antag – HTS Assay for Allosteric Antagonists of the Human D2 Dopamine Receptor: Primary Screen for Antagonists; D(2) dopamine receptor (Homo sapiens), P14416; HEK293 TREx D2 cells, calcium flux, dopamine EC80; inhibition, % at 10 µM; hit rate 2% among 340,000; AID 485344, 2010; in the data active = inhibition above about 30%; also: 0% is about no effect
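Read-out: kinetic calcium fluorescence (1 cycle/s) in inducible HEK293 T-REx D2 cells after an EC80 dopamine addition that followed 180 s compound preincubation. Loss of the dopamine response indicates antagonism.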
D1 antagonist – Antagonist of Human D 1 Dopamine Receptor: qHTS; hit rate 3.2% among 360,000; activity change, negative = inhibition, % at 10 µM; D(1A) dopamine receptor (Homo sapiens), P21728; HEK293 TREx D1 cells, calcium flux, dopamine EC80; active compounds read low; in the data active = activity change below about -30%; also: % is scaled to controls: 0 for no effect and ±100 for the full control effect
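Allosteric or orthosteric antagonism assessed as attenuation of the calcium response to EC80 dopamine, added 180 s after compound, in induced HEK293 Trex D1 cells loaded with no-wash calcium dye.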
D1 ag – Allosteric Agonists of the Human D1 Dopamine Receptor: qHTS | D(1A) dopamine receptor (Homo sapiens), P21728 | HEK293 T-REx D1 cells, calcium flux, agonist mode | activation, % at 2 µM | hit rate 1% among 360,000 | AID 504660, 2011; also: 0% is about no effect
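Tetracycline-induced HEK293 TREx D1 cells, force-coupled to calcium signalling, were dye-loaded with a no-wash calcium kit. Compound was pin-added after a 10 s baseline. Fluorescence was read kinetically at 1 cycle/s for 180 s, with calcium rises flagged as agonism.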
D2 agonist – HTS Assay for Allosteric Agonists of the Human D2 Dopamine Receptor: Primary Screen for Agonists | HEK293 T-REx D2 cells, calcium flux agonist mode | hit rate 0.53% among 340,000 | D(2) dopamine receptor (Homo sapiens), P14416 | activation, % at 2 µM;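 active = activation over 3 SD above normal in the single-dose calcium agonist read, cut at about 30% in these data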; also: 0% is about no effect
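Tetracycline-induced HEK293 T-REx cells with force-coupled D2 receptor, plated overnight at 30 C, loaded with no-wash calcium dye. After a 10 s baseline, compound was pin-added and calcium flux read kinetically for 180 s; calcium rises flagged agonists.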
TRHR ag – qHTS for Small Molecule Agonists and Allosteric Enhancers of Human TRH Receptor: Primary Screen for Agonists. Thyrotropin-releasing hormone receptor (Homo sapiens), P34981. TRHR cells, calcium flux fluo-8, FDSS agonist mode. activation, % at 2 µM. hit rate 0.18% among 360,000; also: 0% is about no effect
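Agonist-mode FDSS calcium read (Ex 480/Em 530, 1 s cycles) in 1536-well TRHR cells with fluo-8 dye, after 10-cycle baseline and 23 nL compound addition; TRH at EC20 (10 nM final) added afterwards for the enhancer phase.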
* hit, by the source's call; · = no result given; & = joins results of further samples; ! = repeats disagree. Rule as the data show it, unless noted: active = activation above about 30%; inactive = the rest.

Sequence of screens – D1 PAM	TRHR PAM	D2 PAM	RXFP1 antagonist	D2 antag	D1 antagonist	D1 ag	D2 agonist	TRHR ag
> CC(C)(CNC(=O)c1ccc(Br)o1)N1CCOCC1
  -19	22	8	0	7	2	9	0.2	1.9
> COc1ccccc1CNC(=O)c1ccc2nc(N3CCCCC3)sc2c1
  -2	3	3	·	·	12	1	-0.2	-0.8
> CN1/C(=C\C(=O)CSc2nnc(N)s2)C(C)(C)c2ccccc21
  -2	-4	-8	-3	-3	-12	0	-0.4	0.2
> O=S1(=O)CCC(NC2CCCC2)C1 (stereo not drawn)
  -4	1	3	-2	-12	-1	3	-0.2	1.0
> COc1cc(CCC(=O)Nc2ccc(C)c(S(=O)(=O)N3CCCCCC3)c2)cc(OC)c1OC
  -5	-7	4	-1	-12	1	1	-0.3	0.4
> CCCCN(C(=O)NCCCCCCNC(=O)N(CCCC)C1CCS(=O)(=O)C1)C1CCS(=O)(=O)C1 (stereo not drawn)
  5	-6	17	-25	-12	-4	1	0.9	0.1
> O=C(OCc1nnc(-c2ccccc2)o1)c1ccc2c(c1)OCCO2
  -2	1	-4	-1	15	-3	5	0.7	-0.8
> CCN(C(=O)CSc1cc(C)c2ccccc2n1)c1c(N)n(Cc2ccccc2)c(=O)[nH]c1=O
  -4	-4	2	4	-35	-4	1	0.1	-1.1
> CC(C)NC(=O)c1ccccc1S(=O)c1ccccc1C#N (stereo not drawn)
  2	6	4	6	-11	1	1	0.3	0.4
> Brc1ccc(-c2noc(C3CCCCC3)n2)cc1
  9	4	4	3	8	8	2	0.8	-0.6
> N#C/C(=C\c1cn(Cc2ccccc2C#N)c2ccccc12)C(=O)NCc1cccs1
  -5	2	-1	·	-5	7	12	1.1	2.7
> CCOc1ccc(S(=O)(=O)N2CCCC(C(=O)N3CCOCC3)C2)cc1Cl (stereo not drawn)
  -6	1	15	-6	-1	-12	4	-0.4	-0.8
> CCOC(=O)c1c(NC(=O)CSc2nncs2)sc(C)c1C
  -5	-3	22	1	15	4	4	-0.1	-0.3
> CS(=O)(=O)N(CC(=O)NCc1ccccn1)Cc1ccc(Cl)cc1
  -6	-5	-1	-11	-1	-16	2	1.8	0.6
> CNC(=O)C1Cc2ccccc2CN1S(=O)(=O)c1cccs1 (stereo not drawn)
  -2	9	-12	-7	9	-5	0	1.5	0.4
> COC(=O)c1ccc(OCC(O)CN(CCO)CC(O)Cn2ccc3ccccc32)cc1 (stereo not drawn)
  -3	4	5	-25	9	-15	6	0.9	0.6
> Cc1noc(NS(=O)(=O)c2ccc(N)cc2)c1C
  0	4	-2	-9	0	7	3	1.0	0.5
> CCOC(=O)C(=CNc1cc(Cl)c(-c2ccco2)c(Cl)c1)C(=O)OCC
  -2	-2	10	-3	-5	5	10	-0.6	1.0
> CCOC(=O)N1CCN(C(=O)CSc2nnc(-c3ccc(C)c(C)c3)o2)CC1
  ·	1	30	-12	1	5	7	-0.4	-0.1
> CCOC(=O)C1=C(C)NC(=O)NC1c1ccc2c(c1)OCCO2 (stereo not drawn)
  -5	0	1	-12	0	4	1	-1.4	0.2
> COc1ccc(CN(CC(=O)NCc2ccc(F)cc2)C(=O)CCC(=O)Nc2cc(C)ccn2)cc1
  -1	-4	·	-9	11	-16	0	3.7	-0.3
> O=C(NCc1cccnc1)c1cccc(S(=O)(=O)N2CCOCC2)c1
  -2	0	·	-3	·	5	1	·	0.0
> O=C(OCCNC(=O)c1ccc2ccccc2n1)c1cccnc1
  -4	6	-2	4	-12	6	0	-0.7	-0.3
> CCOc1ccc(CN(C)C(=O)c2ccc3ccccc3n2)cc1
  0	4	5	10	-3	1	3	0.2	0.1
> Cc1ccn(CCC(=O)Nc2ccc(-c3ccno3)cc2)n1
  -8	-2	10	2	-6	-8	1	1.1	-0.4
> C=CCn1c(SCC(=O)NCCOC)nnc1-c1cc2c(s1)CCC(CC)C2 (stereo not drawn)
  7	-6	1	-2	-4	3	1	-0.6	-0.4
> CCOC(=O)c1cccc(NC(=O)CCC(=O)N2CC(C)Oc3ccc(C)cc32)c1 (stereo not drawn)
  0	14	12	-11	·	10	-2	-0.5	-0.8
> COc1ccc(NC(=S)Nc2ccc(OCc3ccccc3)cc2)cc1OC
  -7	3	·	-20	·	-5	2	·	-0.3
> CCc1ccccc1NC(=O)Cn1c(=O)n(Cc2ccco2)c(=O)c2sc3ccccc3c21
  -2	4	-1	·	·	1	2	-0.3	0.9
> CSC(C1CCCC1)n1nnc2ccccc21 (stereo not drawn)
  0	-5	12	·	-11	-2	2	-2.4	-0.3
> CCCCOc1ccc(C(=O)Nc2ccc(-c3nc4ccccc4s3)cc2C)cc1
  -4	3	10	-9	·	-12	0	0.9	1.4
> COc1ccc(N(Cc2cc3ccccc3[nH]c2=O)S(C)(=O)=O)cc1
  0	0	5	2	0	-5	3	-0.4	0.5
> CN(C)c1ccc(N=Cc2nc(-c3ccccc3)oc2OC(=O)c2cccc(Cl)c2)cc1
  -1	-2	-9	-19	7	-32*	27	2.1	7.2
> Cc1ccc(/C=N/NC(=S)NC(C)C)o1
  -1	-3	-1	-3	-12	3	0	-0.6	-0.2
> CCOc1cc(NC(=S)NCCCOC)c(OCC)cc1NC(=O)c1ccco1
  -3	-6	-2	-20	2	-35*	12	0.2	0.0
> Cc1cccc(NC(=O)CSCc2c(C)noc2C)c1C
  -4	-4	5	6	-4	-13	1	-0.1	0.3
> COC(=O)c1ccc2[nH]c(C)cc(=O)c2c1
  -2	1	10	-1	0	1	6	0.1	-0.2
> Cc1cccc(-c2nc(CSCC(=O)N3CCN(c4ccccn4)CC3)c(C)o2)c1
  -3	-4	10	-6	-6	-25	10	-0.3	0.0
> COCCCNc1nc2nonc2nc1N1CCN2CCCC2C1 (stereo not drawn)
  -3	-3	7	-2	5	9	1	0.4	0.4
> O=C(Nc1cccc(O)c1)c1ccc(Br)c(S(=O)(=O)N2CCCCC2)c1
  0	4	-1	-8	-4	-2	4	-0.3	0.0
> COc1cc(/C=C2\CCn3c2nc2cc(C(=O)O)ccc2c3=O)ccc1OC(F)F
  0	12	-4	4	7	-4	3	-3.5	-1.5
> CC(C)N(C(=O)COC(=O)[C@H](C)NC(N)=O)c1ccccc1
  -6	1	-10	-5	-6	-4	4	2.4	0.0
> O=C(NCCc1c[nH]c2ccccc12)c1ccc(-n2cnnn2)cc1
  -7	5	16	8	8	1	4	0.3	-0.7
> Cc1ccc(NC(=S)Nc2cc(C(=O)O)ccc2N2CC3CC(C2)c2cccc(=O)n2C3)cc1C (stereo not drawn)
  2	12	·	4	·	-2	2	·	0.2
> CCOC(=O)c1ccc(N=c2sc(C(=O)OC)cc(=O)n2Cc2ccco2)cc1
  -4	5	4	-19	0	-12	4	0.4	0.1
> CN(C(=O)COC(=O)c1ccc(Cl)cc1N)C1CCCCC1
  -4	-1	-2	-7	-9	9	2	-0.4	-0.9
> CS(=O)(=O)Nn1cnc2ccccc2c1=O
  1	-2	35*	-1	4	2	4	-0.5	-0.1
> Cn1cc(C(=O)c2ccc(Cl)cc2Cl)cc1C(=O)N/N=C(\N)COc1ccc(Cl)cc1Cl
  -2	-10	-7	-39	-10	·	-1	0.0	0.4
> O=C(CCn1c(=O)sc2ccccc21)Nc1nc2ccccc2s1
  -1	7	-12	·	-8	16	-1	-0.7	-0.2
> CCOC(=O)c1oc2ccc(S(=O)(=O)n3nc(-c4ccc(C)cc4)cc3N)cc2c1C
  -1	42*!	2&29	·	35*	-9&-1	1&2	0.3&0.9	1.5&0.1

Looked up above:
Value for CCN(C(=O)CSc1cc(C)c2ccccc2n1)c1c(N)n(Cc2ccccc2)c(=O)[nH]c1=O under D2 antag: -35
Value for Cc1ccc(/C=N/NC(=S)NC(C)C)o1 under TRHR ag: -0.2
Value for O=C(NCc1cccnc1)c1cccc(S(=O)(=O)N2CCOCC2)c1 under D1 antagonist: 5

(further entries)
Sequence of screens – D1 PAM	TRHR PAM	D2 PAM	RXFP1 antagonist	D2 antag	D1 antagonist	D1 ag	D2 agonist	TRHR ag
> Cc1ccc(S(=O)(=O)N(C)C)cc1NC(=O)c1sccc1Cl
  -2	4	-6	9	0	9	1	-1.5	-0.6
> COc1ccc(Br)c(C(=O)NNC(=O)c2ccc(NS(=O)(=O)c3cccs3)cc2)c1
  -17	-4	-2	-3	6	-8	1	-0.2	0.3
> O=C(Nc1nnc(S(=O)(=O)N2CCN(c3ccc(F)cc3)CC2)s1)c1ccco1
  -3	4	-6	-22	3	-3	0	-2.1	-0.4
> CC1CCN(S(=O)(=O)c2cc(C(=O)NCc3ccccc3)n(C)c2)CC1
  0	2	-8	·	·	14	0	-0.6	-0.5
> CC1CCCC(C)N1C(=O)CSc1nnc(COc2ccccc2)n1-c1ccccc1 (stereo not drawn)
  0	-9	20	-24	2	12	0	0.2	-2.0
> CCC[C@H](CN[C@@H](CNC)[C@H](C)CC)NCCc1cc(C(F)(F)F)cc(C(F)(F)F)c1
  -2	-15	2	·	0	5	7	-0.4	2.1
> CN1CCCCc2c1nc1c(c2N)CCCC1
  -3	-2	-3	4	3	11	0	-0.6	0.6
> Cc1ccc(-c2cc(Cc3ccc(N(C)C)cc3)c(=O)[nH]n2)cc1
  -9	2	1	-2	2	-2	1	-0.6	-0.2
> O=C(OCC(=O)c1ccccc1Br)c1ccccn1
  7	4	·	9	18	-16	0	2.8	-0.7
> CN1CCN(c2nc(C#N)cc(-c3ccccc3)n2)CC1
  -11	3	5	-10	22	-25	6	-0.2	-0.5
> O=C(/C=C/c1ccccc1)Nc1ccc(N2CCCCC2)cc1
  -6	13	-5	-35	-11	-5	-1	-1.0	0.2
> CCCCCC(=O)Nc1cccc(C2=NOC3(C2)C[C@@H](C(N)=O)N(C(=O)c2ccc(Cl)cc2)C3)c1 (stereo partly drawn)
  2	-1	-9	·	4	7	0	-0.2	-0.5
> Cc1ccc(-c2nnc(N3CCN(C(=O)CSc4ncn[nH]4)CC3)c3ccccc23)cc1
  -4	-6	·	1	47*	3	1	3.4	-1.3
